Screens from PubChem.
FBW7 activator: activators of human E3 ligase FBW7; Q969H0; AlphaScreen FBW7–phospho-cyclin E peptide binding, activator screen; normalized activity (activation), % at 26.1 µM; 0.13% of 650,000 active; AID 1259310; in the data active = normalized activity above about 1.9%;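 also: purified mutant Fbw7 with reduced substrate affinity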
Target sequence (Q969H0 whole entry, looked up): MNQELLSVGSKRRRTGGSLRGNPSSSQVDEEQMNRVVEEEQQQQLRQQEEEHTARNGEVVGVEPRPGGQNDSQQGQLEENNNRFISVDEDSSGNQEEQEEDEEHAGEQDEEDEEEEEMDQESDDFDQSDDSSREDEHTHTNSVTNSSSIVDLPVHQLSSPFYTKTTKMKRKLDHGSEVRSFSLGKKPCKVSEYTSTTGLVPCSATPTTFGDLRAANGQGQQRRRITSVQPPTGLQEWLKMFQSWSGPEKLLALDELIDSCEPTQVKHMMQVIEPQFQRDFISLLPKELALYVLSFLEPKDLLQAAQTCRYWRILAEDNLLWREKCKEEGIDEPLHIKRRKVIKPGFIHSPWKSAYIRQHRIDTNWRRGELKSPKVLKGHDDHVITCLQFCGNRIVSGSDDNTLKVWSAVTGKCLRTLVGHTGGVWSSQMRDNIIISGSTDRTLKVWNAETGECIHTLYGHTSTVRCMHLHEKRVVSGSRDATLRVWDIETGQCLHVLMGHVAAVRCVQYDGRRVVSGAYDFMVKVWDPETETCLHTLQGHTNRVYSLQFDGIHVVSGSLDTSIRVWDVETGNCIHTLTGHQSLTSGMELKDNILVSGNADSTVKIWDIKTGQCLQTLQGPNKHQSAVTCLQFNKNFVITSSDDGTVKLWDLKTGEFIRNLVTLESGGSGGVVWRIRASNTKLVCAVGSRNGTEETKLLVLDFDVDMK
TEAD-YAP inh: TEAD-YAP interaction inhibition; 1.4% of 640,000 active; inhibition, % at 9.12 µM; HEK-TIYL cells, TEAD-Gal4/YAP UAS-luciferase luminescence; in the data active = inhibition above about 32%;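 also: 0% = median of test compound wells and 100% = reference inhibitor wells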
GPR151 ag: human GPR151 activation; Q8TDV0; PathHunter beta-arrestin GPR151 cells, luminescence; activation, % at 11.2 µM; 1% of 650,000 active; AID 1508602; in the data active = activation above about 4.9%;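 also: 0% = median of compound wells and 100% = cells with positive control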
Target sequence (Q8TDV0 whole entry, looked up): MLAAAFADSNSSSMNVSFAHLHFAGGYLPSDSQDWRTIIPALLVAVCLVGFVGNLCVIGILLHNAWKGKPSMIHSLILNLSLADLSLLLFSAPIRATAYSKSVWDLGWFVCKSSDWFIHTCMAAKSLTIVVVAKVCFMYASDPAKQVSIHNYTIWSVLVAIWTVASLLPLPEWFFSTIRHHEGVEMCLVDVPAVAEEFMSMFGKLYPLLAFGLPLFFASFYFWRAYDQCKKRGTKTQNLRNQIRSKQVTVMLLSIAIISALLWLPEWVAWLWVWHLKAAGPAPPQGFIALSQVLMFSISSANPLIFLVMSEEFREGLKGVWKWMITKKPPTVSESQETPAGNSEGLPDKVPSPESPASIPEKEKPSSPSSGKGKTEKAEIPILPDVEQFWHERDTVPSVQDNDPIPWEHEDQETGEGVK
MITF inh: inhibitors of human MITF. O75030. AlphaScreen MITF homodimerization, bead proximity signal. inhibition, % at 2.6 µM. 0.91% of 650,000 active; in the data active = inhibition above about 50%;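 also: 0% = vehicle wells with protein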
Numbers without * were called inactive; nt = no result given.

Fields – FBW7 activator, TEAD-YAP inh, GPR151 ag, MITF inh
COc1ccc(C2C(=O)N(C3CCCC3)CC(=O)N2CCC2=CCCCC2)cc1 (configuration not stated)
  0.0, -5.3, -2.1, 13.8
CNC(=O)/C(C#N)=C/c1c(Oc2ccccc2OC)nc2c(C)cccn2c1=O
  0.1, 25.4, 0.3, 4.2
O=C(CN1C(=O)C(=O)N(Cc2ccccc2)C1=O)NCCc1ccccc1
  -0.2, -9.9, -1.7, -13.0
CC(=O)Nc1ccc(S(=O)(=O)N2CCSC2C(=O)O)cc1 (configuration not stated)
  0.5, 15.5, -1.0, 2.3
O=C(CNC(=O)c1cccc(Br)c1)N=Nc1c(O)[nH]c2ccc([N+](=O)[O-])cc12
  -0.1, 2.6, -0.9, -19.5
COc1ccc(CN2C[C@@H]3C[C@@H](c4c(F)ccc(F)c4F)N4CCC[C@@]34C2=O)cc1
  -0.1, 0.3, 0.7, 2.1
Cc1ccccc1-n1nnc(-c2nc(-c3cccnc3)no2)c1N
  -0.1, -32.0, -0.6, -13.1
O=C(NCCN1CCOCC1)c1ccc2nc(-c3csc4ccccc34)sc2c1
  0.3, -15.0, -1.5, 13.5
O=C(O)c1cccc(-c2cnc3ccc(NCc4cccs4)nn23)c1
  -0.2, -1.4, 0.9, 3.0
OC(CNC1CC1)COCc1ccccc1F (configuration not stated)
  0.1, 1.4, -0.8, 59.4*
CCC(C)(C)NC(=O)/C=C/c1cccc(Br)c1
  0.1, -24.5, -1.7, 10.3
COc1ccc(NC(=O)Cc2ccc(-n3cccc3)cc2)cc1
  -0.1, -4.0, -0.1, 12.3
Cc1ccc(S(=O)(=O)N2CC[C@@H](OS(C)(=O)=O)C2)cc1
  -0.1, -6.2, 0.7, 2.6
COc1ccc(C2NC(=O)NC(C)=C2C(=O)Nc2ccc(F)c(F)c2)c(OC)c1 (configuration not stated)
  0.3, 6.6, -2.4, 17.9
CSc1ccc(C2C(C(=O)OCCOc3ccccc3)=C(C)NC3=C2C(=O)CC(C)(C)C3)cc1 (configuration not stated)
  0.1, 7.3, -0.7, -3.8
CC1=C(C(=O)Nc2ccccc2)C(c2ccc(I)cc2)NC(=O)N1 (configuration not stated)
  0.3, -2.6, -0.3, 6.4
O=C(c1cccc(Br)c1)N1CCN(C(=O)N2CCCCC2)CC1
  -0.4, 8.2, 1.8, -3.5
COCC(=O)NC1CC2CCC(C1)N2Cc1nnnn1Cc1ccco1 (configuration not stated)
  0.2, -1.1, -0.9, 0.0
O=[N+]([O-])c1cccc(C2=NS(=O)(=O)c3ccccc3N2)c1
  -0.1, -25.4, -2.0, 2.9
Cc1cc(N2C(=O)c3oc4ccc(Cl)cc4c(=O)c3C2c2ccccn2)no1 (configuration not stated)
  0.0, -2.7, 0.5, 10.4
CCCNC(=O)c1cccc(-c2ccccc2)n1
  0.8, 5.7, 0.9, 11.8
Cc1ccc(-n2nc(C)c3c(C)c(CCC(=O)NCCN4CCOCC4)c(C)nc32)cc1
  0.2, 4.4, 0.2, 2.7
O=C(NCc1ccccn1)C1CCN(S(=O)(=O)N2CCC3(CC2)OCCO3)CC1
  -0.4, 1.1, 1.0, 51.5*
CCCn1c(SCC(=O)Nc2ccc3[nH]c(=O)[nH]c3c2)nc2ccccc21
  0.3, -8.2, 1.0, 9.6
N#Cc1c(NC(=O)Cc2ccccc2)sc2c1CCCCC2
  0.0, -14.8, 0.2, 9.3
COc1ccc(OC)c(NC(=O)c2csc3c2CCCC3)c1
  0.2, 0.8, 1.4, -0.5
COc1ccc(NC(=O)CSc2nnc(C)s2)cc1OC
  0.0, 6.1, 0.8, -3.0
Cc1ccc(S(=O)(=O)N=C(N)N)cc1
  -0.1, 2.4, -0.1, 11.9
CN1C(=O)/C(=C/c2ccc(C(=O)NCC(=O)O)cc2)SC1=S
  -0.3, 6.5, -0.8, 5.7
COC1CCCC(C(=O)N2CCC(n3nc(-c4cccs4)ccc3=O)CC2)C1 (configuration not stated)
  0.4, 4.2, -1.3, 22.4

Fields – FBW7 activator, TEAD-YAP inh, GPR151 ag, MITF inh
COc1ccc(N(CC(O)Cn2c3ccccc3c3ccccc32)S(=O)(=O)c2ccc(Cl)cc2)cc1 (configuration not stated)
  0.0, 5.9, -0.9, 2.1
O=C(O)C1C2C=CC3(CN(c4ccccc4F)C(=O)C13)O2 (configuration not stated)
  0.0, -7.7, 0.2, 3.2
O=C(Nc1ccc(Cl)cn1)c1cc(F)c(F)cc1Cl
  0.1, -48.6, -0.3, 5.3
CCOc1ccc(C(=O)Nc2cc3nn(-c4ccc(OC)cc4)nc3cc2C)cc1Br
  -0.2, 3.4, 0.0, -18.9
Cc1cc(C)c(NS(=O)(=O)c2ccc(NC(=O)c3ccco3)cc2)c(C)c1
  0.0, 2.1, 0.3, 0.8
COCC(=O)N(Cc1cccnc1)Cc1cc2cc(C)ccc2n2nnnc12
  0.3, 0.9, -0.4, 6.8
COc1ccc(/C=C/C(=O)NC(=S)NCC2CCCO2)cc1 (configuration not stated)
  -0.1, 1.1, 0.5, -4.0
Cc1ccc(-c2cc(C(=O)NCC3CCCO3)c3ccccc3n2)c(C)c1 (configuration not stated)
  0.1, 2.0, 0.1, -4.9
O=c1c2ccccc2nc(SCc2cccc(F)c2)n1Nc1ccc(Cl)nn1
  0.0, 12.2, 1.5, 7.0
O=C(c1ccc2c(=O)n(CC3CCCO3)c(=S)[nH]c2c1)N1CCc2ccccc2C1 (configuration not stated)
  -0.1, -6.5, 0.3, -3.3
Cc1ccc2c(c1)c(=O)c1ccccc1n2CCCC(=O)Nc1ccc(Cl)c(Cl)c1
  -0.1, 12.6, 0.4, 5.4
O=C1N[C@@H](COCc2ccccc2)C(=O)N2CCNC[C@H]12
  0.2, 3.0, -1.3, 6.7
CC(C)Cn1cc(C(=O)NCC2CCCCC2)c(=O)c(C(=O)NC(C)C)c1
  0.0, -14.0, -1.7, 10.1
Cc1ccc2nc(/C(C#N)=C\c3ccc4c(c3)n(C)c(=O)n4C)[nH]c2c1
  1.1, -2.8, 0.6, 5.9
CCCC(c1nnnn1CCOC)N(CCCO)Cc1cc2cc(C)ccc2[nH]c1=O (configuration not stated)
  1.0, -0.6, -0.4, 12.3
O=C(O)c1cc(S(=O)(=O)Nc2ccc(N3CCCCC3)cc2)ccc1Cl
  -0.2, -2.7, 0.7, 4.2
CCOc1ccccc1-n1c(SCC(=O)NC(C)C)nnc1-c1cccnc1
  1.1, 10.1, 0.3, 12.3
COc1ccc(OC)c(/C=N\NC(=O)CN2CCN(C)CC2)c1
  0.2, 4.1, -0.9, 17.6
O=C(Cc1ccc([N+](=O)[O-])cc1)NNC(=S)NCC1CCCO1 (configuration not stated)
  -0.1, 4.2, -0.1, 2.8
N#Cc1cc2c(N)c(C(=O)NCCc3ccccc3Cl)sc2nc1N
  -0.5, -27.1, -0.3, 18.6
COc1ccc(N2CCN(c3cc(=O)n(Cc4ccc(F)cc4)c(=O)[nH]3)CC2)cc1
  0.1, 2.1, 0.8, -10.5
Cc1ccc(S(=O)(=O)N2CCN(C(=O)c3ccc(F)cc3)CC2)cc1
  0.0, 1.9, 0.1, -5.7
CCC(C)CC(=O)NCC1Cc2cccc(-c3ccncc3)c2O1 (configuration not stated)
  0.0, -7.7, 1.1, -7.4
Cc1ccc(OC(=O)c2ccc3c(c2)-c2ccccc2C3=O)cc1C
  0.1, 11.0, 0.2, 3.0
Cc1ccc2nc(C3CCCN3C(=O)CCn3c(C)nc4ccccc43)[nH]c2c1 (configuration not stated)
  -0.1, 8.5, 0.8, 19.9
COc1ccc(CN2CCN(Cc3ccc4c(c3)OCO4)CC2)c(OC)c1OC
  -0.1, 5.8, 1.3, 79.0*
CC(=O)OC1OCCOC1NC(=S)Nc1cccc(C(F)(F)F)c1 (configuration not stated)
  0.0, -17.5, 4.3, -15.6
O=C1C2=CC[C@H]3C(=O)N(Cc4ccccc4)C(=O)[C@H]3[C@H]2[C@H](O)[C@@H]2O[C@H]12
  -0.1, nt, -3.6, -6.0
COc1ccccc1CN1CCC(C2(CCc3ccccc3)NC(=O)NC2=O)CC1 (configuration not stated)
  -0.2, -1.8, 2.0, 2.2
COc1ccc(OC)c(NC(=O)c2sc3nc4cc5c(cc4cc3c2N)OCCO5)c1
  -0.1, 3.6, 0.6, 0.5

Fields – FBW7 activator, TEAD-YAP inh, GPR151 ag, MITF inh
Cc1cccc(Nc2ccc(-n3ccnc3)nn2)c1
  -0.1, -17.1, -0.7, -1.3
O=C(NCc1ccncc1)NCc1cccc(CNC(=O)NCc2ccncc2)c1
  -0.1, 2.1, -0.9, -7.6
N#Cc1ccsc1NC(=O)CSc1ncnc2ccccc12
  -0.1, -16.1, 1.1, 5.9
CC(C)(C)N1CCN(C(C)(C)C)C1=O
  -0.1, -8.6, -0.4, 8.0
COCCOC(=O)c1c(C)oc2ccc(OCc3ccccc3C)cc12
  0.9, 6.0, -0.4, 4.2
COc1ccc(NC(=O)c2ccc(C(F)(F)F)cc2)cc1
  -0.1, -47.5, 2.2, -11.0
CC(=O)Nc1c(C)n(C)n(-c2ccccc2)c1=O
  0.0, 2.8, 1.1, -8.1
Cc1[nH][nH]c(=O)c1C(c1ccc(C(C)C)cc1)c1c(C)[nH][nH]c1=O
  -0.7, 4.4, 0.5, 8.3
COc1ccccc1N(CC(=O)Nc1ccc(C)c(C)c1)S(=O)(=O)c1ccc(C)cc1
  0.3, 6.9, -0.5, 2.4
c1ccc(CNc2ccc3ncc(-c4ccco4)n3n2)nc1
  -1.1, 52.6*, 0.4, -11.2
Cc1ccccc1OCC(=O)Nc1ccc([N+](=O)[O-])cc1O
  -0.1, 6.0, 0.0, 4.0
Cc1ccc(N(C)C(=O)N2CCN(S(=O)(=O)c3c(C)cc(C)cc3C)CC2)cc1
  -0.2, -10.2, 1.3, -6.3
Cc1c(C(=O)N/N=C/c2cc(Br)ccc2F)nnn1-c1nonc1N
  0.2, 0.4, 1.9, -3.0
CCOC(=O)C1CCCN(c2c(NN3CCOCC3)c(=O)c2=O)C1 (configuration not stated)
  -0.2, 2.5, 1.0, 4.0
CC1CCCC(C)N1CCCNC(=O)CCC(=O)N1CCSc2ccccc21 (configuration not stated)
  0.0, 2.9, -0.6, 10.5
COC(=O)C1=C(O)/C(=C\c2ccc(CNS(=O)(=O)c3ccc(Br)cc3)o2)N=C1C
  0.0, 0.3, -0.5, 25.4
C=CCN1CCN(C(=O)CN2N=C(C(C)(C)C)Cn3c(cc4sccc43)C2=O)CC1
  0.0, 0.7, -1.0, -19.2
O=S(=O)(/C=C\c1ccccc1)N1CCN(c2ccc(-c3ccccc3)nn2)CC1
  0.0, 1.4, -0.4, -7.5
Cc1ccc(NC(=S)N(Cc2ccccc2)Cc2cccs2)cc1
  0.0, -9.6, 1.6, 12.8
Cc1cc(I)ccc1NCC(=O)N/N=C/c1ccncc1
  -0.1, 0.6, -1.6, -9.4
Cc1cc(C)c(C(=O)CSc2nncn2C)cc1C
  -0.2, 0.8, -0.4, -4.5
COc1ccc(/C=C(/NC(=O)c2ccccc2Cl)C(N)=O)cc1
  0.6, 2.0, -1.3, 1.1
CC(C)n1c(-c2ccc(C(N)=O)cc2)nc2c(Nc3ccccc3)ncnc21
  0.3, -65.5, -1.3, 15.6
COCc1cc(C)nc2sc(C(=O)Nc3cccc(C)c3)c(N)c12
  0.2, -99.1, -0.6, -9.8
Nc1nc(C(c2ccccc2)c2ccccc2)cs1
  0.0, 0.6, -1.3, 0.4
COc1ccc(C(=O)Nc2ccccc2C(=O)Nc2ccccc2C(=O)O)cc1
  0.4, -13.0, -1.0, 11.2
CCOC(=O)N1CCN(/C=C2\C(=O)Oc3ccccc3C2=O)CC1
  0.4, -2.3, 0.4, 0.2
N#CCNC(=O)c1sc2ccccc2c1Cl
  1.4, 1.1, 1.3, 15.3
CCCCOc1ccc(C(=O)N(Cc2ccc(C)o2)C2CCS(=O)(=O)C2)cc1 (configuration not stated)
  -0.3, 4.1, 4.0, 7.9
CC(=O)c1cc2c(cc1NS(=O)(=O)c1cccc(C(=O)O)c1)OCO2
  0.3, 1.2, -0.6, 3.6

Fields – FBW7 activator, TEAD-YAP inh, GPR151 ag, MITF inh
CCCCCCOC(=O)C1=C(C)NC(=O)NC1c1cc2c(cc1Br)OCO2 (configuration not stated)
  0.5, 4.4, -0.3, 10.3
CC(C)CC(=O)Nc1cccc(Cl)c1Cl
  0.0, -6.3, 0.5, -0.2
O=C(NNC(=S)Nc1ccc(F)cc1)c1ccccc1[N+](=O)[O-]
  0.0, -64.7, 2.2, -1.3
Cc1ccc(NC(=O)c2sc3nc(N)c(C#N)cc3c2N)c(Br)c1
  0.0, -3.3, 1.7, 4.6
CC1CCCC(NC(=O)c2ncn[nH]2)C1C (configuration not stated)
  0.1, 0.0, 0.5, 19.1
Cc1cc(C(=O)Nc2ccc(F)cc2F)on1
  -0.1, 1.5, 2.1, -3.0
Cc1cc(C)c(OCC(O)CN2CCN(c3ccc(F)cc3)CC2)c(C)c1 (configuration not stated)
  -0.1, 0.1, -1.4, 7.0
CC(C)N(C(=O)Cn1nnc2ccccc21)C(C(=O)NCc1ccco1)c1ccccc1 (configuration not stated)
  -0.1, -2.9, 0.2, -5.2
Cc1ccc(-n2nc3c(c2NC(=O)c2ccc(S(=O)(=O)N4CCCC4)cc2)CSC3)cc1
  -0.1, 5.1, 1.4, -6.4

Sorted by formula weight (largest number first): four of the compounds above
Fields – FBW7 activator, TEAD-YAP inh, GPR151 ag, MITF inh
CCCCCCOC(=O)C1=C(C)NC(=O)NC1c1cc2c(cc1Br)OCO2 (configuration not stated)
  0.5, 4.4, -0.3, 10.3
CC(C)N(C(=O)Cn1nnc2ccccc21)C(C(=O)NCc1ccco1)c1ccccc1 (configuration not stated)
  -0.1, -2.9, 0.2, -5.2
Cc1cc(C)c(OCC(O)CN2CCN(c3ccc(F)cc3)CC2)c(C)c1 (configuration not stated)
  -0.1, 0.1, -1.4, 7.0
O=C(NNC(=S)Nc1ccc(F)cc1)c1ccccc1[N+](=O)[O-]
  0.0, -64.7, 2.2, -1.3
